# TLR9-MyD88 block: TLR9-MyD88 interaction inhibition | Q9NR96+Q99836 | CHO BLA complementation TLR9-MyD88, CCF4 FRET ratio | inhibition, % at 4.98 µM | hit rate 0.21% among 340,000;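 active = inhibition above the mean over all tested compounds plus 3 SD, cut at about 21% in these data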;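 also: 0% = DMSO only wells and 100% = clavulanate BLA inhibitor control wells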
# COUP-TFII inh: NR2F2 (human) inhibition, primary screen | hit rate 0.7% among 370,000 | inhibition, % at 8.6 µM | HEK293T NGFI-A luciferase reporter, luminescence | P24468;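 active = inhibition above a per-plate cutoff, mean inhibition of test wells between control levels plus 3 SD, cut at about 38% in these data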;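 also: cells cotransfected with COUP-TFII expression vector driving the NGFI-A reporter; 0% = median of COUP-TF2 test wells and 100% = reporter-only cells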
# NCOA3 inh: human NCOA3 inhibition; AID 588352; inhibition, % at 3.6 µM; HEK293 GAL4-SRC3 luciferase reporter, luminescence; hit rate 0.17% among 360,000;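 active = inhibition above a per-campaign cutoff, the mean of all compounds plus 3 SD, cut at about 60% in these data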;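 also: 0% = DMSO-treated cells and 100% = gossypol-treated cells at 36 µM; higher means less SRC3-driven luciferase light from the GAL4 reporter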
# Target sequence (Q9Y6Q9 whole entry, looked up, the tested form may be a part): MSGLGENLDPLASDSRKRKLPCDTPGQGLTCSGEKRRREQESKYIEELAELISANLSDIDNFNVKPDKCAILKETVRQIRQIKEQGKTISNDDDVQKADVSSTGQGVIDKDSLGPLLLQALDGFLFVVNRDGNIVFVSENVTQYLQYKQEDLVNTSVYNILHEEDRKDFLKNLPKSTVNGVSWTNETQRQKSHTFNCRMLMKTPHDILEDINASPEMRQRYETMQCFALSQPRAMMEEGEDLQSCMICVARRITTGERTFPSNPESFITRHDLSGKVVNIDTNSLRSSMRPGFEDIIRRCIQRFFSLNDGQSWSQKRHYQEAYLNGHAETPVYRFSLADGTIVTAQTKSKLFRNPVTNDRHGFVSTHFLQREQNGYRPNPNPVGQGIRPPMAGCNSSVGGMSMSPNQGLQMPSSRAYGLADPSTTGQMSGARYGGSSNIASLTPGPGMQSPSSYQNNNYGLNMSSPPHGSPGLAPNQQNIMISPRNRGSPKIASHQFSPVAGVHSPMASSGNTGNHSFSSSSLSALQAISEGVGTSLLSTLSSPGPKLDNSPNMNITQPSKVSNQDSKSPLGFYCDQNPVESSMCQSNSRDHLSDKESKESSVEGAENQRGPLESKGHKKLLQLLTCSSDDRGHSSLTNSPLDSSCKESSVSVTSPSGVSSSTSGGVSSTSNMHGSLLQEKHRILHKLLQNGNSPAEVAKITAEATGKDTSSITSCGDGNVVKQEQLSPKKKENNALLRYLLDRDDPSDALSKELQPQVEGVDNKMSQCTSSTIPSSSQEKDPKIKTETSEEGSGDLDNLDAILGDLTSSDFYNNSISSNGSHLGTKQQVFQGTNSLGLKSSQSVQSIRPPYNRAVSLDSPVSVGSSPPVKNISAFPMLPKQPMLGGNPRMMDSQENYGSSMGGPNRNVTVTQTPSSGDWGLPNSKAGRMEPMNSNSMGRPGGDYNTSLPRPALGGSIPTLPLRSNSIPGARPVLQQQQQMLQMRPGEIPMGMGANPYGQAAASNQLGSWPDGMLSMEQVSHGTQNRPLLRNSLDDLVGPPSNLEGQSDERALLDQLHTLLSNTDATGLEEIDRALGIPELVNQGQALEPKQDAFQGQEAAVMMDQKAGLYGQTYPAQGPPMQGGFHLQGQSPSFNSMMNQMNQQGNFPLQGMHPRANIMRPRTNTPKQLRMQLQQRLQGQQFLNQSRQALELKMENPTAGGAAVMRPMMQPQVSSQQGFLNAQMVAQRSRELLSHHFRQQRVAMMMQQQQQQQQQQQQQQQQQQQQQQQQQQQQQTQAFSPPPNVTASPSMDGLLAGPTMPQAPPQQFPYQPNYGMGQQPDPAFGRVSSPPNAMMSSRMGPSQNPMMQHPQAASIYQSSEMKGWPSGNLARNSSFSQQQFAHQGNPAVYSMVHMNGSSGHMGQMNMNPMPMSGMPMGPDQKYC
# LMP1 NFkB inh: Epstein-Barr LMP1 NF-kappaB reporter inhibition; hit rate 0.69% among 350,000; LMP1-induced NF-kappaB luciferase reporter cells, luminescence; inhibition, % at 12.5 µM; in the data active = inhibition above about 41%;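 also: 0% = neutral control wells and 100% = reference inhibitor control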
# NOD2 RIPK2 PPI: inhibitors of human NOD2-RIPK2 interaction; O43353; CHO BLA complementation NOD2-RIPK2, CCF4 ratio; inhibition, % at 4.98 µM; hit rate 0.38% among 360,000; AID 624267; in the data active = inhibition above about 21%;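 also: 0% = vehicle only and 100% = reference blocker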
# SRC1 inh: inhibits human SRC1 coactivator | Q15788 | HEK293 GAL4-SRC1 luciferase reporter, luminescence | inhibition, % at 3.6 µM | hit rate 0.12% among 360,000 | AID 588354;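 active = inhibition above the campaign mean plus 3 SD, with each screening campaign given its own cutoff, cut at about 60% in these data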;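 also: 0% = DMSO treated cells and 100% = gossypol at 36 µM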
# NR5A2 inv ag: NR5A2 inverse agonism in reporter assay; HEK293T StAR-luciferase reporter, LRH-1 transfected, 24 h; inhibition, % at 3.6 µM; O00482; hit rate 0.13% among 360,000; AID 602396;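 active = inhibition above the mean inhibition of all tested compounds plus 3 SD, cut at about 73% in these data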;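 also: 0% = DMSO wells and 100% = reporter-only cells lacking LRH-1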
# MC4R antag cAMP: human MC4R antagonism in cAMP assay. P32245. MC4R-expressing cells, MTII-stimulated cAMP, LANCE TR-FRET. inhibition, % at 6.5 µM. hit rate 0.48% among 360,000;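 active = inhibition above its plate's cutoff, the mean of tested wells on that plate plus 3 SD, cut at about 29% in these data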;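 also: 0% = Melanotan II alone and 100% = Melanotan II plus saturating MCL0020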
#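 Test system: U2OS cells stably expressing human melanocortin 4 receptor (MC4R); also added: Melanotan II challenge; compound: 6.5 µM single dose; timing: 30-min compound preincubation, 1-h Melanotan II challenge, 1-h detection, room temperature; signal: Eu-cAMP/anti-cAMP TR-FRET, emission 671 nm; repeats: one well per compound, no replicates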
# ABHD5 PLIN5 PPI: blocks binding of human ABHD5 to perilipin-5; Q00G26+Q8WTS1; Split G. princeps luciferase complementation, luminescence, 4 h; inhibition, % at 4 µM; hit rate 0.78% among 360,000;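 active = inhibition above the mean inhibition across every tested compound plus 3 SD, cut at about 22% in these data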;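 also: 0% = DMSO only wells and the 100% control is not disclosed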
# SRC2 inh: inhibits human steroid receptor coactivator 2; inhibition, % at 9 µM; hit rate 0.17% among 370,000; Q15596; HEK293 GAL4-SRC2 luciferase reporter, luminescence;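 active = inhibition above the mean inhibition of all tested compounds plus 3 SD, set per campaign, cut at about 52% in these data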;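 also: 0% = DMSO treated cells and 100% = cells given Gossypol at 36 µM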
# MC4R barr agon: activates human MC4R beta-arrestin recruitment; P32245; U2OS MC4R beta-arrestin complementation, luminescence; percent of melanotan II response, DMSO zero; activation, % at 8.9 µM; hit rate 0.98% among 360,000; AID 540308;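 active = activation above a per-plate cutoff, the mean activation of sample wells on that plate plus 3 SD, cut at about 8% in these data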
# * = called active by the depositor; . = not tested or not shown. Some of the compounds tested (hit frequency here may not be typical).
SMILES,TLR9-MyD88 block,COUP-TFII inh,NCOA3 inh,LMP1 NFkB inh,NOD2 RIPK2 PPI,SRC1 inh,NR5A2 inv ag,MC4R antag cAMP,ABHD5 PLIN5 PPI,SRC2 inh,MC4R barr agon
Cc1c(C)c2ccc(OCC(=O)Nc3ccccc3C(N)=O)cc2oc1=O,-4,-33,8,-2,-6,-39,-3,17,-2,-22,0.3
Cc1c(C)n(C(=O)CN2CCN(c3ccccc3)CC2)c2ccccc12,2,-17,-6,0,-2,-4,-6,0,-12,-35,0.3
O=C(Nc1ccc(N2CCCC2)cc1)c1ccc([N+](=O)[O-])cc1Cl,-10,-12,-2,9,-7,2,-23,-4,0,5,-3.1
COc1cc2c(cc1OC)CN(C(=O)c1sc(-c3cnccn3)nc1C)CC2,-8,10,3,1,14,10,10,5,-4,-8,3.5
COc1cccc(C(=O)N(CN2CCCC2=O)c2cccc(Cl)c2)c1,7,15,3,-5,-6,-6,-2,21,-2,-14,0.2
O=C(CN(C(=O)CNS(=O)(=O)c1ccccc1)C1CCCC1)NCc1ccco1,11,10,14,0,-9,-5,-10,5,2,-34,-2.3
C/C(=N\NC(=O)CCc1c[nH]c2ccccc12)c1ccc([N+](=O)[O-])cc1,11,-14,13,7,-11,-15,-1,10,1,-12,-1.0
COc1ccc([C@@H]2[C@@H]3C(=O)N(C(C)(C)C)C(=O)[C@@H]3[C@]3(Cc4ccccc4)C(=O)N(c4ccc(OC)cc4)C(=O)N23)cc1,-1,-9,-7,-1,-3,5,20,0,1,-32,-2.1
CN(C)CCNC(=O)C(=O)NCC1CCCN1S(=O)(=O)c1cccs1 (stereo unspecified),-2,6,-1,-2,-6,12,-8,2,8,-20,-0.4
Nc1ccccc1C(=O)NC(=O)Nc1ccc(Oc2ncc(Br)cn2)c(Cl)c1,-8,-26,16,-3,2,-2,-16,-16,1,-2,-1.0
C=CCNCCCCOc1ccc(OCc2ccccc2)cc1,-4,-35,-71,6,4,-47,-110,-6,10,-56,1.5
Cc1ccc(C(=O)Nc2ccccc2C(=O)O)cc1S(=O)(=O)NCc1ccccc1,0,3,6,-3,-5,-66,7,16,3,10,-0.1
Cc1ccc(N(CC(=O)NCC2CCCO2)C(=O)CCC(=O)Nc2nccs2)cc1 (stereo unspecified),4,0,4,7,7,4,6,6,9,16,-0.2
Cc1cc(NS(=O)(=O)c2ccc(NC(=O)c3ccc([N+](=O)[O-])cc3)cc2)nc(C)n1,5,-3,-23,1,16,-4,-3,7,-8,-2,-0.1
CC(=O)Nc1cc(F)c2c(c1F)Cc1cc(F)ccc1-2,0,-54,-86,-25,2,-83,-94,-3,7,-41,-1.9
CCOC(=O)C1CCCN(S(=O)(=O)c2ccc3c(c2)N(C(C)=O)CCO3)C1 (stereo unspecified),14,18,-2,18,1,10,5,18,1,23,1.2
O=C(/C(=C(/[O-])c1ccccc1)[n+]1ccccc1)c1ccc([N+](=O)[O-])cc1,-7,13,10,-3,0,12,10,5,1,-2,-1.7
O=C(Nc1ccccc1)Nc1cc(OCC(F)(F)F)cc(OCC(F)(F)F)c1,-7,67*,67*,-5,7,9,59,17,-27,17,10*
CCOn1c(-n2nc(C)cc2C)nc2ccccc2c1=O,-5,-6,7,-8,-1,8,13,1,0,-5,-0.1
Cc1onc(-c2ccccc2)c1C(=O)NNC(=S)NC(=O)c1ccc(Cl)cc1Cl,-2,-4,8,-1,-13,-9,-8,-10,0,14,-6.5
CN(c1ccccc1)S(=O)(=O)c1ccc(Cl)nc1,2,15,18,-2,-1,8,5,7,-1,-55,-1.9
CN(c1ccc(C(=O)Nc2ccccc2Sc2ccccc2)cc1)S(C)(=O)=O,1,6,2,-9,-3,-14,-12,-2,1,-12,0.7
Cc1cc(CCC(=O)O)c(C)cc1CCC(=O)O,-4,3,2,-7,-8,-1,3,12,-3,20,0.7
COc1ccc(S(=O)(=O)NC(CC(=O)N2CCc3ccccc32)c2ccco2)cc1 (stereo unspecified),-4,4,21,-3,2,-31,-15,6,1,20,-2.0
CC(C)c1ccc(NC(=O)C(c2ccccc2)N(Cc2ccco2)C(=O)CC2NC(=O)NC2=O)cc1 (stereo unspecified),-5,-13,7,5,-1,-3,-10,4,2,9,-0.4
C[C@H](CO)N1C[C@H](C)[C@@H](CN(C)C)Oc2c(NS(=O)(=O)c3ccccc3)cccc2C1=O,-5,8,1,-1,10,-1,-4,-2,-3,7,0.7
CC(=O)Nc1ccc(C2NC(=O)c3ccccc3O2)cc1 (stereo unspecified),2,-1,5,3,-5,-9,14,4,2,0,-1.6
Cc1ccccc1CN1CCNC(=O)C1CC(=O)NCCC1=CCCCC1 (stereo unspecified),-6,9,2,-2,-2,-21,11,1,4,-6,-0.3
CC1(C)OCC(CNC(=O)c2[nH]c(C(F)(F)F)nc2-c2ccccc2)O1 (stereo unspecified),.,16,18,.,-3,4,10,.,3,8,.
O=C(c1ccc(N2C(=O)c3ccccc3C2=O)cc1)N1CCCCC1,9,-1,-1,-18,-8,10,3,7,3,5,-0.3
Cc1c2c(cc3c1[nH]c1ccccc13)C=NCC2,13,20,31,-6,2,7,-7,5,2,-1,-0.5
Cc1cccc(S(=O)(=O)CC(=O)Nc2nc(-c3ccccc3)cs2)c1,-5,-21,4,0,-6,7,-28,3,0,6,2.1
COC(=O)COc1ccccc1C(N)=O,-2,4,7,-7,8,-18,17,4,-1,-25,1.2
CS(=O)(=O)c1ccc(-c2nnc(NC(=O)c3cccc(N4C(=O)CCC4=O)c3)o2)cc1,-10,-5,-20,0,4,-16,-12,6,4,5,-0.9
Cc1nc(C(C)NC(=O)c2cc(COc3ccc(C)c(C)c3)on2)c(C)s1 (stereo unspecified),-4,-42,-76,-31,-3,-104,-97,11,29*,-34,2.9
Cc1nc(C)c(-c2csc(NCc3ccccc3)n2)s1,-3,1,-13,13,1,-2,-17,-3,-14,-22,-1.9
CCOC(=O)N1CCN(Cc2nc(Cc3cccc(F)c3)no2)CC1,-10,14,-4,-7,3,-19,-7,11,2,-2,-2.5
O=C(Cn1cncn1)N/N=C/c1cccnc1,-5,-1,5,3,-9,6,12,4,3,-18,-2.4
COc1ccc(C2=CC(=O)C[C@H](c3ccc(F)cc3)C2)cc1F,-24,-18,1,0,4,3,-12,5,6,-10,1.3
Cc1c(C(=O)NCc2ccco2)sc2nc(-c3ccccc3)cn12,4,-7,-35,-31,-6,-20,-28,9,3,-27,-0.5
Fc1ccccc1Cn1c2[n+](c3ccc(C(F)(F)F)cc31)CCCCC2,0,5,2,7,-5,-9,10,3,2,17,-0.1
CC(C)C(=O)Nc1oc(-c2ccccc2)cc1C#N,8,-11,4,-7,6,-12,13,0,2,-11,-3.0
O=C(CSc1nnc(SCC(=O)NCc2ccc3c(c2)OCO3)s1)NCc1ccc2c(c1)OCO2,-5,-21,-8,-1,4,-17,-22,19,10,-17,-0.5
C=CCNC(=O)c1ccccc1NC(=O)c1ccc(Cl)c(S(=O)(=O)Nc2cccc(C)c2C)c1,4,9,8,0,2,-1,20,7,8,-37,-2.3
CC(C)c1nnc(NC(=O)C2CCN(C(=O)Nc3ccc(Cl)cc3)CC2)s1,-4,11,-1,-2,-7,3,-2,2,-7,-10,0.0
N#Cc1ccccc1S(=O)(=O)c1ccccc1C(=O)Nc1ccccc1,2,-16,-3,-2,-7,-4,26,1,4,7,-0.3
CN(C)CCNC(=O)C(=O)NCC1OCCCN1S(=O)(=O)c1cccs1 (stereo unspecified),-2,-3,17,-10,-2,12,-8,15,-3,-17,-2.0
CC1=Nc2cc(C(=O)O)ccc2Sc2ccc(Br)cc21,0,10,0,1,0,-1,-9,0,0,6,-1.2
Oc1ccccc1/C=C/c1noc(-c2ccccc2O)n1,5,-39,-97,-91,5,-117,-95,6,-8,-56,6.4
COc1c(O)cc(O)c2c(=O)cc(-c3ccccc3)oc12,-14,2,1,-8,10,-31,-46,8,1,-37,-0.4
CCOC(=O)N1CCN(C(=O)C[C@@H]2C[C@@]3(C(=O)OC)CCCCC=C3N(Cc3ccc(Cl)cc3Cl)C2=O)CC1,.,12,.,.,-1,.,-31,.,-2,-18,.
Cc1ccc(NC2=NCC(=O)N2C2CCCC2)c(C)c1,8,-16,13,-1,-13,9,12,-3,-2,-13,-0.8
Cc1cccc(NC(=O)Cn2nnc(C(=O)Nc3ccc(F)c(Cl)c3)c2N)c1,11,11,-12,-5,-3,-7,-10,7,-6,-5,-1.2
COc1ccc(N(CC(=O)NCCC2=CCCCC2)S(=O)(=O)c2ccccc2)cc1OC,9,13,2,1,8,6,-4,-2,5,4,-2.1
O=C(CCCn1c(=S)[nH]c2cc3c(cc2c1=O)OCO3)N1CCN(C2CCCCC2)CC1,5,0,-14,-2,0,1,-1,7,2,-23,0.0
CCCN(CCC)C(=O)CSc1ncccc1C(=O)O,11,3,20,-1,-2,-6,9,1,1,-3,-0.7
Cc1ccc(C(=O)OCCc2c(C)[nH]n(-c3ccccc3)c2=O)cc1,-5,4,-11,9,-11,3,3,8,2,-3,-1.1
Cc1cc2cc(CN(CC3CCCO3)C(=S)Nc3ccccc3)c(=O)[nH]c2cc1C (stereo unspecified),-3,8,13,3,3,0,12,15,-2,17,1.3
O=C(Cn1[nH]c(=O)c2ccccc2c1=O)OCC(=O)c1ccc(Br)cc1,-5,10,5,0,-4,-27,24,-3,-3,-29,5.4
COc1ccc(NC(=O)CCC(=O)c2cccs2)cc1Cl,-11,-12,-1,-3,7,-6,0,20,-8,4,2.5
# Further records
SMILES,TLR9-MyD88 block,COUP-TFII inh,NCOA3 inh,LMP1 NFkB inh,NOD2 RIPK2 PPI,SRC1 inh,NR5A2 inv ag,MC4R antag cAMP,ABHD5 PLIN5 PPI,SRC2 inh,MC4R barr agon
CC[C@@]12C(=O)N(c3cccc(F)c3)C(=O)N1[C@H](c1ccc(OC)cc1)[C@@H]1C(=O)N(C(C)(C)C)C(=O)[C@@H]12,0,2,9,-11,-2,2,-1,2,-8,-13,-0.6
N#Cc1c(N)nc2c(c1N)CC(CCl)O2 (stereo unspecified),1,-1,-17,6,0,-9,-18,2,-4,-5,-3.1
CCOc1ncccc1C(=O)NNC(=O)c1ccc(NS(=O)(=O)c2cccs2)cc1,-14,11,8,-12,-5,-14,25,-6,4,-6,0.9
C/C(=N\NC(=O)c1ccc(O)cc1O)c1cccnc1,-9,2,-41,-2,2,-49,-83,6,7,-17,-4.3
N#CC(C#N)=C1c2cc(S(=O)(=O)NCCO)ccc2-c2ccc(S(=O)(=O)NCCO)cc21,-9,-3,-1,-3,-1,-9,19,4,7,-14,-0.8
COc1ccc(Cn2nnnc2C(CC(C)C)N2CCC(C(N)=O)CC2)cc1 (stereo unspecified),3,-1,21,1,1,3,-8,5,0,-27,-0.8
CCOc1ccc(NS(=O)(=O)c2c(C)nc3sc(CC)nn3c2=O)cc1,-2,0,2,-10,3,-16,15,-3,1,17,-0.8

# Bioassay records: PubChem, several laboratories
